Screening data deposited in PubChem BioAssay by National Center for Advancing Translational Sciences (NCATS).
pAkt inh = Akt phosphorylation inhibition; Neuro2A IGF-stimulated pAkt S473 HTRF, 20 min; stronger effect = lower value; 360,000 compounds, 0.32% hits; activity change, % for hits at 50 µM; in the data active = activity change below about -80%; inconclusive = mostly about -51% to -80%; note: % is set by controls: 0 for no effect and ±100 for the full control effect
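Neuro2A cells (4,500/well, DMEM with 0.5% FBS) were treated with compound at a single 50 µM final concentration, stimulated with 6 nM IGF for 20 min at 37 °C, and lysed. Phospho-Akt Ser473 was read by HTRF as 665/615 ratio ×10^4.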
Abeta rescue = restores growth of yeast expressing A-beta42 peptide | yeast expressing A-beta42, growth rescue, OD600, 48 h; response scale: 0% DMSO, 100% iron-clioquinol control | Potency, µM (titrated, usually from 46.1 µM), for inactives: at the top dose growth rescue, usual class: activators | 410,000 compounds, 0.063% hits; note: potency is the fitted concentration of half-maximal effect; nearly all actives have a fitted effect of over 55% in size
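Growth rescue measured by 600 nm absorbance after 48 h yeast culture at 30 C with compound. Values normalized between DMSO and an equimolar ferric chloride plus clioquinol control.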
Nrf2 ARE act = activators of Nrf2 (ARE) signaling; AREc32 ARE-luciferase reporter (MCF7-derived line), luminescence, 24 h; Potency, µM (series often up to 46.1 µM), for the others: at the highest dose activation, usual class: activators; 410,000 compounds, 0.31% hits; note: potency is the fitted concentration of half-maximal effect; % of control where 0% means no effect; nearly all actives have a fitted effect of over 65% in size
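Nrf2 activation is followed as ARE-luciferase induction in the AREc32 line after one day of compound treatment; luminescence is read with Steady-Glo.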
Mm-Cpn inhibitor = inhibitors of Methanococcus maripaludis chaperonin (MmCpn); purified Mm-Cpn ATPase, ADP Transcreener TR-FRET; Potency, µM (series often up to 76.9 µM), for inactives: at the top dose activity, negative = inhibition, actives largely listed as inhibitors; 330,000 compounds, 0.031% hits; AID 504842; note: potency is the fitted concentration of half-maximal effect; % is set by controls: 0 for no effect and ±100 for the full control effect; nearly all actives have a fitted effect of over 80% in size
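Purified archaeal chaperonin (25 nM final) was preincubated with compound for 10 min at 37°C, then ATP (10 uM final) was added for 30 min at 37°C in Tris pH 7.4/KCl/MgCl2/DTT buffer. ADP was quantified by HTRF Transcreener TR-FRET.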
A549 viability = A549 cytotoxicity, counter-screen for Nrf2 inhibitors. 390,000 compounds, 0.16% hits. AID 504648. Potency, µM (highest dose often 46 µM), without a hit: at the highest dose activity change, negative = cytotoxicity, most hits filed as inhibitors. A549 ARE-Fluc cells, CellTiter-Fluor viability, 18-24 h; note: potency is the fitted concentration of half-maximal effect; % is set by controls: 0 for no effect and ±100 for the full control effect
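Cytotoxicity counterscreen: CellTiter-Fluor fluorescence was measured in A549 ARE_Fluc cells after 18-24 h of compound exposure in a concentration series. The subsequent BugLite luminescent read reports ARE-luciferase activity.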
HepG2 viability = counter-screen for TGF-b inhibitors: cytotoxicity in HepG2 cells; HepG2 CAGA-GFP viability, ATP luminescence, 18 h; Potency, µM (highest dose often 46.1 µM), inactives show at the highest dose activity change, negative = cytotoxicity, usual class: cytotoxic; 410,000 compounds, 0.76% hits; AID 588856; note: potency is the fitted concentration of half-maximal effect; some results filed as inactive show a strong effect at the top dose
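CellTiter-Glo luminescence gave cytotoxicity after 18 hours at 37 degrees C. The cells were HepG2 CAGA-GFP in 1% FBS DMEM, stimulated with 500 pg/mL TGF-beta after compound addition. %Activity was normalised to no-cell wells (complete cell-killing) and DMSO (no toxicity), and curves were fitted and classified.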
CCT modulator = cytosolic chaperonin activity modulation | purified chaperonin ATPase assay, HTRF ADP detection, 30 min | activity change, % (no concentration beside the values), hits read low | 360,000 compounds, 0.3% hits; in the data active = activity change below about -30%; note: % is set by controls: 0 for no effect and ±100 for the full control effect
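Enzyme 40 or 20 nM (batch-dependent) in Tris pH 7.4/KCl/MgCl2/DTT; cpd 76 uM single point; ATP 10 uM; 30 min 37 °C; Transcreener ADP HTRF detection, 30 min RT; ratio 665/615.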
Nrf2 inh = Nrf2 pathway inhibition | A549 ARE-Fluc reporter, luciferase luminescence, 18-24 h | Potency, µM (top dose mostly 46 µM), for inactives: at the top dose activity change, negative = inhibition, hits mostly inhibitors | 360,000 compounds, 2.1% hits | AID 504444; note: potency is the fitted concentration of half-maximal effect; % is set by controls: 0 for no effect and ±100 for the full control effect; nearly all actives have a fitted effect of over 60% in size
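In this cell-based qHTS, ARE-driven firefly luciferase in A549 cells reports Nrf2 activity; the luminescent signal after BugLite lysis is the measured value, with a prior CellTiter-Fluor read for cell health.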
TGFb SMAD3 inh = inhibitors of TGF-b signaling; HepG2 CAGA-GFP TGF-b/SMAD3 reporter, GFP fluorescence, 18 h; TGF-beta stimulated, 500 pg/mL final; 410,000 compounds, 1.2% hits; Potency, µM (series often up to 46.1 µM), for the others: at the highest dose activity, negative = inhibition, actives largely listed as inhibitors; note: potency is the fitted concentration of half-maximal effect; % is set by controls: 0 for no effect and ±100 for the full control effect; nearly all actives have a fitted effect of over 65% in size
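Smad-responsive CAGA-GFP expression was quantified in HEPG2 cells exposed to compounds and 500 pg/mL final TGF-beta for 18 h at 37 degrees C; unstimulated wells defined full inhibition.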
* hit, by the source's call; i = inactive; ? = inconclusive; / = no result given; & = joins results of further samples; [ ] = another dose, or the depositor's remark. Unless noted, calls come from the whole dose curve; as a rule, active = well fitted curve in the direction sought with a large enough effect; inconclusive = small, poorly fitted or top-dose-only effect, or another doubt; inactive = no such curve, though single readings can be large; an effect the other way counts as inactive or inconclusive.

Below each compound – pAkt inh, Abeta rescue, Nrf2 ARE act, Mm-Cpn inhibitor, A549 viability, HepG2 viability, CCT modulator, Nrf2 inh, TGFb SMAD3 inh
> Cc1ccc(S(=O)(=O)N2[C@@H](c3ccccc3F)C(C(=O)O)=CC[C@H]2c2cccc(C)c2)cc1
→ i, -24%, 0.6%, 1%, -16%, 1%, -0.2, -13%, 8%
> c1ccc(CC2CCCNC2)cc1 (stereo not given)
→ i, 2%, -0.1%, 0%, 3%, -4%, 0.5, ?, 4%
> CN(C)C(CNC(=O)c1ccc(OCc2cn3ccccc3n2)cc1)c1ccco1 (stereo not given)
→ i, 4%, 4.5%, -1%, -6%, -47%, -0.5, 9%, 10%
> Cc1cc(NC(=O)CSc2nc3ccccc3s2)no1
→ i, 14%, 4.3%, -3%, 4%, 0%, -3.1, 3%, 14%
> CCOc1ccccc1NC(=O)COC(=O)CC(C)(C)CC1=NS(=O)(=O)c2ccccc2N1
→ i, 5%&2%, -0.6%&-0.7%, -4%, 0%&-19%, -19%&-37%, -0.3, -18%, ?
> O=C(O)CCn1c(Cc2ccccc2)nc2ccccc21
→ i, -14%, 0.1%, 0%, -8%, 2%, -0.4, 4%, -6%
> CC(=O)NNC(=O)CCn1nnc(-c2ccc(Cl)cc2)n1
→ i, -10%, -0.3%, -1%, 1%, 2%, -1.6, -20%, 12%
> Cc1oc2ncn(CC(C)C)c(=O)c2c1C(=O)NCCCN1CCCCC1C (stereo not given)
→ /, -13%, -0.6%, /, 14%, -1%, /, 30%, -4%
> COc1ccc(NC(=O)CSc2ccc(-c3ccco3)nn2)c(OC)c1
→ i, 0%, ?, -7%, 6%, -1%, -2.6, -6%, 0%
> CC1CCCN(Cc2c(O)ccc3c(=O)c(-c4nc5ccccc5s4)c(N)oc23)C1 (stereo not given)
→ i, -42%[inhibitor], 4.8%, 1%, -21%, -53%, -0.3, -25%, ?
> c1ccc(-c2cnnc(N3CCOCC3)n2)cc1
→ i, -12%, 8.9%, -2%, 6%, -41%, -0.7, /, -14%
> Cc1ccc(C(=O)Nc2cccc(-c3nc4ncccc4o3)c2)cc1
→ i, -10%, 0.0%, -1%, -6%, -12%, -3.2, ?, -11%
> CCN(CC)S(=O)(=O)c1ccc2nc(NC(=O)c3ccccc3OC)sc2c1
→ /, -2%, 1.4%, /, 10%, -4%, /, /, -5%
> CCCCOC(=O)NC(NCC(O)c1ccccc1)(C(F)(F)F)C(F)(F)F (stereo not given)
→ i, 17%, 0.0%, -7%, 0%[1.84 µM], -4%, 0.5, ?, -8%
> CC1(C)CC(=O)c2cc(C(=O)Nc3ccccc3Cl)c(=O)n(-c3ccc(Cl)cc3)c2C1
→ /, -5%, -0.4%, /, 3%, -7%, /, /, -5%
> CCN(CC)c1ccc(/C=N\NC(=O)c2cccc3cc[nH]c23)cc1
→ i, -21%, 1.0%, -4%, -22%, -4%, 0.3, 1%, -25%
> COC(=O)CC/C(O)=C1\C(=O)CC(C)(C)CC1=Nc1ccccc1OC
→ i, -5%, 0.4%, 1%, -5%, 5%, 2.3, -6%, -6%
> Cc1cc(C)c2c(=O)n(CC(=O)NCCCN3CCN(c4ccccc4F)CC3)sc2n1
→ i, -55%[inhibitor], 0.7%, -3%, 0%, -37%, -0.4, 1%, ?
> CCn1c(=O)c2cc(C(=O)NC3CCCCCC3)sc2c2ccccc21
→ /, -10%, 0.6%, /, 5%, -18%, /, ?, -18%
> CSc1ccc(Cn2nnc(C(=O)NCCc3ccc(Cl)cc3)c2N)cc1
→ i, -2%, -0.3%, 1%, 2%, -7%, 0.2, 1%, 0%
> Nc1nc(-c2ccccc2)c(-c2ccccc2)o1
→ i, -10%, 3.5%, 0%, -15%, 9%, 0.0, -28%, 17%
> Cc1nnc(SC(=O)N2c3ccccc3Sc3ccccc32)s1
→ i, -14%, ?, 0%, 0%, -104%, 1.2, 13µM*, 7.1µM*
> COc1ccc2c(c1OC)C(=O)OC2N1C(=O)CC[C@H]1C(=O)NCC1CCCO1 (stereo not given in full)
→ i, 0%, -1.1%, 0%, -3%, 8%, 1.0, 3%, 9%
> COc1ccc(CC(=O)O/N=C(\N)Cc2cccc3ccccc23)cc1
→ i, 7%, 3.8%, 0%, -4%, -20%, -2.6, 0%, -15%
> COCCCNc1nc2c(c(=O)[nH]c(=O)n2C)n1CC(O)COc1ccccc1 (stereo not given)
→ i, 3%, -0.8%, 0%, -4%, -1%, -0.7, 3%, -18%
> CCCCC(=O)Nc1nc(-c2ccc(S(=O)(=O)N3CCOCC3)cc2)cs1
→ i, -20%, 3.5%, 0%, -3%, -15%, -1.9, ?, ?
> Cc1cc(NC(=O)CSc2nnc(-c3ccc4c(c3)OCCO4)o2)no1
→ -81%*, ?, -1.3%, -15%, -4%, -17%, -1.1, /, -35%
> COCCCNC(=O)CC1C(=O)N(Cc2ccccc2)C(C)c2nc3ccccc3n21 (stereo not given)
→ i, -17%, 0.0%, 0%, -4%, 1%, -4.4, -1%, -2%
> O=C(COc1ccc([N+](=O)[O-])cc1)NCc1ccncc1
→ i, 4%, -0.1%, 0%, -8%, 1%, -0.4, -7%, -10%
> Cc1ccc(CNC(=O)C2CCCN(c3ncnc4onc(-c5ccc(F)cc5)c34)C2)cc1 (stereo not given)
→ /, -13%, -0.4%, /, -3%, 9%, /, ?, -1%
> O=C(CNC(=O)c1ccccc1)OCC(=O)c1ccccc1Cl
→ i, 8%, 0.0%, 0%, 1%, 8%, -1.8, -5%, 10%
> Cc1cc2c(cc1C)NC1=C(N2)OC(c2cccc(O)c2)C1=O (stereo not given)
→ i, -8%, 2.7%, -2%, 11%, -8%, 0.8, 12%, 17%
> COc1ccc(N2CCN(C(=O)Cn3c(-c4cccs4)cc4ccccc43)CC2)cc1
→ /, 9%, 3.0%, /, 0%, -5%, /, 19%, -16%
> Cc1ccc(C(=O)c2cn(Cc3cccc(C)c3)c3nc(C)ccc3c2=O)cc1
→ /, -16%, -0.8%, /, -16%, -39%, /, -19%, ?
> CCn1c(=O)n(-c2ccc(F)c(Cl)c2)c(=O)c2c3c(sc21)CN(C(C)=O)CC3
→ /, -38%[inhibitor], 3.5%, /, -5%, -3%, /, 9%, ?
> Cc1noc(C)c1COC(=O)[C@H](C)NS(=O)(=O)c1ccc(Cl)c(Cl)c1
→ i, 16%, -0.1%, 0%, -1%, -18%, 0.3, 2%, ?
> CN(C(=O)CSc1nc2ncccc2o1)c1ccc(F)cc1
→ /, 0%, 6.7%, /, -2%, -18%, /, -2%, -12%
> O=C(CN1CCC(NC(=O)Cc2ccccc2)CC1)Nc1cccc2ccccc12
→ i, -7%, 0.9%, -1%, 2%, 4%, 1.3, 6%, -1%
> N#CC(C#N)=Cc1cc2ccccc2nc1N1CCCCC1
→ i, -6%, ?, ?, 7%, -8%, 2.5, -2%, -18%
> COc1ccc(-c2csc3ncn(Cc4ccccc4)c(=O)c23)cc1
→ i, -8%, 5.3%, ?, 12%, 6%, -3.0, 10%, 39%[activator]
> O=C(NCCCN1CCOCC1)C(=O)NCC1OCCN1S(=O)(=O)c1ccc(Br)cc1 (stereo not given)
→ i, 8%, -1.0%, 2%, -3%, 1%, -1.1, 0%, 0%
> COc1cc(SC)ccc1C(=O)NNC(=O)C1COc2ccccc2O1 (stereo not given)
→ i, 1%, 0.0%, 1%, 3%, -20%, 0.0, ?, 5%
> Cc1cc(C)nc(SC2CC(=O)N(c3ccc(C)c(C)c3)C2=O)n1 (stereo not given)
→ i, 11%, -1.1%, 0%, -13%, 14%, -6.0, 8%, 11%
> CCOC(=O)N1CCN(S(=O)(=O)c2ccc(C(=O)N(CCCN(C)C)c3nc4c(C)c(C)ccc4s3)cc2)CC1
→ i, 15%, 0.5%, -1%, -17%, -35%, -1.9, -9%, -21%
> O=C(NCc1cccc(Br)c1)C1CC2Cn3c(nc4ccccc43)C2N1Cc1ccccc1 (stereo not given)
→ i, 1%, 5.1%, /, -1%, 4%, 1.7, 16%, -19%
> O=C(Oc1cccnc1)c1ccc([N+](=O)[O-])cc1
→ i, -31%[inhibitor], 1.6%, 0%, 1%, 10%, -0.5, -24%, -7%
> COc1ccc(-c2ccc(C(C)=O)cc2)cc1C1C2C=CCC(C)C2C(=O)N1Cc1ccccc1 (stereo not given)
→ /, /, /, /, 3%, 3%, /, 15%, -2%
> Cc1ccccc1CNC(=O)CCn1nc(C)c2c(C)n(-c3ccccc3)nc2c1=O
→ i, 7%, 0.5%, 3%, 0%, -9%, -0.6, -11%, -5%
> COc1ccc2c(c1)nc(SCC(=O)c1cccs1)n2C
→ i, -7%, ?, -3%, -2%, -5%, -1.2, 29%, ?
